KB-3-1 cytotox = qHTS assay for MDR1-selective chemotherapeutics: Primary screen using the parental adenocarcinoma cell KB-3-1; KB-3-1 viability, CellTiter-Glo ATP luminescence, 72 h; Potency, µM (series often up to 46.1 µM), without a hit: at the top dose activity change, negative = cytotoxic, most hits filed as cytotoxic; 1.4% of 400,000 active; further: nearly all actives have a fitted effect of over 60% in size
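KB-3-1 parental drug-naive adenocarcinoma cells in DMEM/10% FBS, incubated 72 h at 37 C with pin-transferred compounds across a concentration series. Viability by CellTiter-Glo luminescence; concentration-response curves fitted after normalization.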
KB-V1 cytotox = qHTS assay for MDR1-selective chemotherapeutics: Primary screen using the drug-selected MDR subline cells KB-V1; KB-V1 MDR cells viability, CellTiter-Glo, 72 h; Potency, µM (doses to about 46.1 µM), without a hit: top-dose activity change, negative = cytotoxicity, usual class: cytotoxic; 3.4% of 400,000 active; AID 1347076, 2019; further: nearly all actives have a fitted effect of over 60% in size
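KB-V1 MDR subline cells in DMEM (phenol-red free, 10% FBS) exposed to compounds in qHTS concentration series for 72 h at 37 degrees C. Viability read by CellTiter-Glo luminescence; concentration-effect curves fitted after normalization and correction.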
Active calls of the source: *; ? = inconclusive; & = joins results of further samples. The call rests on the fitted dose curve; in most records, active means well fitted cell-killing curve with a large enough effect; inconclusive means small, poorly fitted or top-dose-only effect, or effect the other way; inactive means flat fitted curve, though single readings scatter. On the % scale 0 is the no-effect control and ±100 the full control effect; potency means the concentration at half of the fitted maximal effect. A portion of the library, so the mix of outcomes need not match the whole.

(1) Cc1ccc(N2CCN(C(=S)Nc3cc(C)ccn3)CC2)cc1
(2) CC(C)Oc1cccc(-c2cnc(N3CCC(C(N)=O)CC3)s2)c1
(3) CN(C)c1ccc(/C=C/C=C/c2ccnc3ccccc23)cc1
(4) COc1ccc(N2CCN(C(c3ccccc3)c3nnnn3Cc3ccccc3)CC2)cc1 (centres undefined)
(5) Nc1nc(N)c2c(OCc3ccc(C(F)(F)F)cc3)cccc2n1
(6) CC(=O)Nc1ccc(C(=O)Nc2ccc(-c3nc4ccccc4[nH]3)cc2)cc1
(7) CC1(C)OC(=O)C2(Cc3ccccc3N3CCC(c4ccccc4)CC32)C(=O)O1 (centres undefined)
(8) Brc1ccc[n+](CCc2ccccc2)c1
(9) Nc1[nH]c(=S)nc2nnsc12
(10) OB(O)c1csc2ccccc12
assay / compound	1	2	3	4	5	6	7	8	9	10
KB-3-1 cytotox	32%	16%	5.8µM*	-5%	?	50%	-4%	7%	?	4%
KB-V1 cytotox	0%	0%	6.5µM*	0%	-22%	?	-22%	0%	0%	0%

(11) O=C(C[n+]1cccc(Br)c1)c1ccc(Br)cc1
(12) O=Cc1ccsc1B(O)O
(13) CN1CCN(c2ccc(Nc3c4ccccc4nc4ccccc34)cc2)CC1
(14) O=S(=O)(c1ccc2c(c1)OCCO2)N1CCN(S(=O)(=O)c2c(F)cccc2F)CC1
(15) O=C(Cc1ccccc1)NCC(=O)OCC(=O)c1ccc2ccccc2c1
(16) O=C1CCCC2=C1C1(CCSCC1)N=C(Nc1nc3ccccc3o1)N2
(17) O=C(COc1ccccc1C(=O)OCC(=O)Nc1cccc2ccccc12)Nc1ccc(Br)cc1
(18) COc1cc(OC)c(/C=C/c2cc3c4ccccc4ccc3[n+](C)c2)c(OC)c1
(19) CC(C)(C)c1ccc(-c2nnc(NC(=O)Nc3ccc4ccccc4c3)s2)cc1
(20) O=C(Nc1ccc(-c2nc3ccccc3[nH]2)cc1)c1ccc(Cl)c(Cl)c1
assay / compound	11	12	13	14	15	16	17	18	19	20
KB-3-1 cytotox	5%	?	15µM*	-2%	12%	33%	0%	8.2µM*	?	?
KB-V1 cytotox	1%	0%	23µM*	7%	0%	14%	10%	2%	50%	?

(21) C[C@@H]1[C@H](c2ccccc2)OCCS(=O)(=O)N1Cc1ccc(F)cc1
(22) O=C1CCc2cc(-c3csc(-c4ccc(O)cc4)n3)ccc2N1
(23) Cc1ccccc1OCC(=O)NCC(=O)OCC(=O)c1ccc2c(c1)CCCC2
(24) CC(C)(C)CC(C)(C)N=C1Nc2ccc(Cl)cc2N[C@]12C[C@H]1CCCC(=O)N3CC[C@@H](C2)[C@@H]13
(25) CN(C)c1ccc(/C=C2\C=Cc3ccccc32)cc1F
(26) COC(=O)C[C@H]1c2cc(F)ccc2S(=O)(=O)N1C1CC1
(27) O=C(CNC(=O)C(c1ccccc1)c1ccccc1)OCC(=O)c1ccc2ccccc2c1
(28) Cc1ccc(S(=O)(=O)NNC(=O)c2ccc(C(=O)N(c3ccccc3)c3ccccc3)cc2)cc1
(29) CCCCCCCCCCCC[n+]1ccc(/C=C/c2c[nH]c3ccccc23)c2ccccc21
(30) O=C(C[n+]1ccncc1)c1ccc2ccccc2c1
assay / compound	21	22	23	24	25	26	27	28	29	30
KB-3-1 cytotox	-27%	1%	?	?	7%	-28%	0%	0%	?	?
KB-V1 cytotox	?	2%	-4%	21µM*	0%	?	15%	-11%	-27%	9%

The last three entries of the section above are carried over, then new ones follow:
(28) Cc1ccc(S(=O)(=O)NNC(=O)c2ccc(C(=O)N(c3ccccc3)c3ccccc3)cc2)cc1
(29) CCCCCCCCCCCC[n+]1ccc(/C=C/c2c[nH]c3ccccc23)c2ccccc21
(30) O=C(C[n+]1ccncc1)c1ccc2ccccc2c1
(31) O=[N+]([O-])c1ccc(/C=C2\C=Cc3ccccc32)cc1
(32) COc1ccc(CCC(=O)O)cc1
(33) C[N+]1(CC(=O)c2ccc(I)cc2)CCCc2ccccc21 (centres undefined)
(34) Oc1ccccc1C1C=C(c2ccc3c(c2)OCO3)NC(c2ccc(Br)cc2)N1 (centres undefined)
(35) C1=Nc2ccccc2/C1=C/c1ccccc1
(36) Cc1sc2ccccc2[n+]1CCCCBr
(37) Cc1cc(/C=C/c2ccnc3ccccc23)ccc1N(C)C
(38) COC(=O)c1ccc(NC(=O)c2nc(SCc3ccccc3F)ncc2Cl)cc1
(39) O=C(Nc1nnc(Cc2ccccc2)s1)C1CCN(C(=O)c2cccs2)CC1
(40) C[N+]1(CC(=O)c2c3ccccc3cc3ccccc23)CCOCC1
assay / compound	28	29	30	31	32	33	34	35	36	37	38	39	40
KB-3-1 cytotox	0%	?	?	9%	2%	?	7%	?	0%	7.3µM*	0%	0%	-22%
KB-V1 cytotox	-11%	-27%	9%	-5%	5%	4%	0%	0%	0%	13µM*	-8%	13%	-4%

(41) CC(C)(C)c1ccc(C(=O)C[n+]2cccc3cc(Cl)ccc32)cc1
(42) Cc1cc2ccccc2c[n+]1C1CCCCC1
(43) CN(C)c1ccc(/C=C2/CCc3ccccc32)cc1
(44) COc1cc(N)c(N)cc1OC
(45) CCCCCCC[n+]1ccc(/C=C/c2c(C)[nH]c3ccccc23)c2ccccc21
(46) Cc1cc(C(Br)(Br)Br)nc2ccccc12
(47) CN(C)c1ccc(/C=C/c2ccc3ccccc3[n+]2[O-])cc1
(48) CC(=O)ON(C(C)=O)c1ccc(/C=C2\C=Cc3ccccc32)cc1
(49) O=C1CCc2cc(S(=O)(=O)Nc3cc(F)cc(Cl)c3)c(F)cc2N1
(50) Cc1ccccc1N=C1Nc2ccc(Cl)cc2N[C@]12C[C@H]1CCCC(=O)N3CC[C@@H](C2)[C@@H]13
assay / compound	41	42	43	44	45	46	47	48	49	50
KB-3-1 cytotox	?	4.6µM*	-6%	27%	8.2µM*	1%	-10%	-7%	-5%	20%
KB-V1 cytotox	14%	-1%	-16%	8%	?	-4%	?	-9%	0%	-4%

Excerpt, nos. 1 to 7
(1) Cc1ccc(N2CCN(C(=S)Nc3cc(C)ccn3)CC2)cc1
(2) CC(C)Oc1cccc(-c2cnc(N3CCC(C(N)=O)CC3)s2)c1
(3) CN(C)c1ccc(/C=C/C=C/c2ccnc3ccccc23)cc1
(4) COc1ccc(N2CCN(C(c3ccccc3)c3nnnn3Cc3ccccc3)CC2)cc1 (centres undefined)
(5) Nc1nc(N)c2c(OCc3ccc(C(F)(F)F)cc3)cccc2n1
(6) CC(=O)Nc1ccc(C(=O)Nc2ccc(-c3nc4ccccc4[nH]3)cc2)cc1
(7) CC1(C)OC(=O)C2(Cc3ccccc3N3CCC(c4ccccc4)CC32)C(=O)O1 (centres undefined)
assay / compound	1	2	3	4	5	6	7
KB-3-1 cytotox	32%	16%	5.8µM*	-5%	?	50%	-4%
KB-V1 cytotox	0%	0%	6.5µM*	0%	-22%	?	-22%

The list continues:
(51) CN(C)CCNc1cc(N2CCN(C)CC2)ncn1
(52) CNc1cc[n+](C)c2ccccc12
(53) COCc1cc(O)c(O)c(O)c1-c1c(COC)cc(O)c(O)c1O
(54) Cc1cnc2c(C)ccc(C)c2c1/C=C/c1ccc(N(C)C)cc1
(55) Cc1ccccc1-n1c(C)nnc1SC(C)C(=O)NCc1ccco1 (centres undefined)
(56) Cc1cc(C)n2ncc(C(=O)NCC(C)C)c2n1
(57) O=S(=O)(c1ccc2c(c1)CCC2)N1CCN(c2nc(-c3ccccc3)nc3ccccc23)CC1
(58) O=C(C[n+]1cccc2cccc(O)c21)c1ccccc1
(59) Cn1cnc2c(NCc3ccccc3)nc(Cl)nc21
(60) O=C(C[n+]1cccc(Br)c1)c1cc(Cl)ccc1Cl
assay / compound	51	52	53	54	55	56	57	58	59	60
KB-3-1 cytotox	8%	15%	0%	-17%	?	6%	23%	3%	7%	?
KB-V1 cytotox	8%	?	-12%	-7%	0%	16%	20%	-1%	20%	?

An excerpt of these results, as tab-separated lines.
item	SMILES	KB-3-1 cytotox	KB-V1 cytotox
54	Cc1cnc2c(C)ccc(C)c2c1/C=C/c1ccc(N(C)C)cc1	-17%	-7%
55	Cc1ccccc1-n1c(C)nnc1SC(C)C(=O)NCc1ccco1 (centres undefined)	?	0%
56	Cc1cc(C)n2ncc(C(=O)NCC(C)C)c2n1	6%	16%
57	O=S(=O)(c1ccc2c(c1)CCC2)N1CCN(c2nc(-c3ccccc3)nc3ccccc23)CC1	23%	20%
58	O=C(C[n+]1cccc2cccc(O)c21)c1ccccc1	3%	-1%
59	Cn1cnc2c(NCc3ccccc3)nc(Cl)nc21	7%	20%

Following part
(61) O=C(CNC(=O)C1CCCCC1)OCC(=O)c1ccc2c(c1)CCC2
(62) COc1ccc(CNc2ncnc3nc[nH]c23)cc1OC
(63) O=C1c2ccccc2NC(c2ccc3c(c2)OCO3)N1Cc1ccco1 (centres undefined)
(64) Cc1cnc2ccccc2c1/C=C/c1ccc(N(C)C)cc1
(65) CC(SC1=NS(=O)(=O)c2ccccc21)C(=O)O (centres undefined)
(66) CN(C)CCCCCCNc1cc(N2CCN(C)CC2)ncn1
(67) C=CC[n+]1ccnc2ccccc21
(68) Cc1ccc(-c2nnc(NC(=O)Nc3ccc4ccccc4c3)s2)cc1
(69) N#CN=c1snc(-c2ccccc2)n1-c1ccc(Br)cc1
(70) CN(C)CCCNc1ncnc2ccc(-c3ccc4c(c3)OCO4)cc12
assay / compound	61	62	63	64	65	66	67	68	69	70
KB-3-1 cytotox	?	0%&0%	27%	?	28%	25%	0%	1%	?	-5%
KB-V1 cytotox	0%	-22%&6%	27%	?	11%	-21%	-9%	?	-11%	-3%

Bioassay records: PubChem, National Center for Advancing Translational Sciences (NCATS)
